Giardia kill: Small Molecules that selectively kill Giardia lamblia: qHTS | Giardia lamblia trophozoite viability | activity change, % at 7.66 µM, hits read low | AID 540267, 2011 | 340,000 compounds, 0.15% hits; in the data active = activity change below about -80%; inconclusive = between about -30% and that limit;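 also: parasites exposed to compound for two days anaerobically before the ATP read; % is scaled to controls: 0 for no effect and ±100 for the full control effect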
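Trophozoite viability was measured as ATP-dependent luminescence, read 15-30 min after reagent addition. Before that, parasites at 100 cells/well were exposed to compounds for 48 h, anaerobically, at 37 deg C.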
ASM inhibitor: Inhibitors of Secretory Acid Sphingomyelinase (S-ASM): qHTS. placental ASM, HMU-PC fluorogenic substrate, 60 min. Potency, µM (titrated, usually from 57.5 µM), for the others: at the top dose activity change, negative = inhibition, actives largely listed as inhibitors. 340,000 compounds, 0.006% hits. AID 504937, 2011; also: potency is read from the fitted curve at half-maximal effect
Target sequence (P17405 47-631 limits assumed): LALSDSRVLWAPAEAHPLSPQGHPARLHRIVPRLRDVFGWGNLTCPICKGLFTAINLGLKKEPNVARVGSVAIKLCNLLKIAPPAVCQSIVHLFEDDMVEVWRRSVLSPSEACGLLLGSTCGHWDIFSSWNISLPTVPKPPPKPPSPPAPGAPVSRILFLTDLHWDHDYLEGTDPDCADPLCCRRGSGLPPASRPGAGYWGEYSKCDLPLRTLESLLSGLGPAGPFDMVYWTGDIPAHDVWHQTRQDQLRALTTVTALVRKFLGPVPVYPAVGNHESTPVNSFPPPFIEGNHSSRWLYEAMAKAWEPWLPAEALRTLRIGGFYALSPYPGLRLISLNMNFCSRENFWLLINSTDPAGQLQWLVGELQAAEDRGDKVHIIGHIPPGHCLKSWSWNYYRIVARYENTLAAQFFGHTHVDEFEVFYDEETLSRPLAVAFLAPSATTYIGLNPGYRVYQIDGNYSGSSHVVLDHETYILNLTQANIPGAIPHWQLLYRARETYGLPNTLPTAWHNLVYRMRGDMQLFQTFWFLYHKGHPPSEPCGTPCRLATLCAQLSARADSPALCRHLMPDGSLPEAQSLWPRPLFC
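Human placenta-derived ASM enzyme was preincubated with compound for 10 minutes at room temperature, then given fluorogenic substrate HMU-PC0 (9 uM final) for 60 minutes at 37 °C; a pH 10 stop preceded fluorescence reading at Ex 386/Em 447 nm.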
GALK inh: qHTS Assay for Inhibitors of Human Galactokinase (GALK) | P51570 | Purified GALK, Kinase-Glo residual ATP luminescence | Potency, µM (highest dose often 57.5 µM), for the others: top-dose activity change, negative = inhibition, usual class: inhibitors | 270,000 compounds, 0.007% hits; also: potency is read from the fitted curve at half-maximal effect; % is scaled to controls: 0 for no effect and ±100 for the full control effect
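Compounds were pin-transferred into ATP buffer (35 uM final), then GALK plus galactose (5 nM, 100 uM final) was added. After 1 h at room temperature, Kinase-Glo Plus was added and luminescence read after 10 min.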
PKM2 activator: qHTS Assay for Activators of Human Muscle isoform 2 Pyruvate Kinase; Pyruvate kinase PKM (Homo sapiens), P14618; purified PKM2, Kinase-Glo ATP luminescence, activation; response scale: 0% is enzyme alone, no compound; Potency, µM (titrated, usually from 57.5 µM), without a hit: at the highest dose activation, actives largely listed as activators; 260,000 compounds, 0.34% hits; AID 1631, 2009; also: potency is read from the fitted curve at half-maximal effect; % is scaled to controls: 0 for no effect and ±100 for the full control effect; nearly all actives have a fitted effect of over 55% in size
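Purified hPK-M2 (>95% pure) converted ADP (0.1 mM final) to ATP with 0.5 mM PEP in 50 mM imidazole pH7.2, KCl, MgCl2, Tween 20, BSA; 1 h at room temperature. ATP detected by Kinase-Glo luminescence.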
B2AR arrestin: qHTS assay of beta-arrestin-biased ligands of beta2-adrenergic receptor; AID 492947, 2010; 330,000 compounds, 0.02% hits; Beta-2 adrenergic receptor (Homo sapiens), P07550; Potency, µM (doses to about 46.1 µM), inactives show at the top dose activation, usual class: activators; beta-arrestin recruitment to beta2AR, cell-based reporter;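 also: potency is read from the fitted curve at half-maximal effect; 0% = DMSO controls and full agonism = EC100 isoproterenol or metaproterenol; nearly all actives have a fitted effect of over 65% in size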
PTAP TSG101 blk: qHTS Assay for Iinhibitors of HIV-1 Budding by Blocking the Interaction of PTAP/TSG101. Tumor susceptibility gene 101 protein (Homo sapiens), Q99816. Fluorescence polarization, FITC-PTAP peptide / Tsg101 binding. Potency, µM (titrated, usually from 115 µM), for inactives: at the highest dose activity change, negative = inhibition, most hits filed as inhibitors. 340,000 tested, under 10 active; active = well fitted inhibition curve with a large enough effect in the main read-out, with a control signal flat, not every such curve was filed as active; inconclusive = small, poorly fitted or top-dose-only effect, or effect the other way, or a change in a side signal; inactive = no such curve, though single readings can be large or run the other way; also: potency is read from the fitted curve at half-maximal effect; % of control where 0% means no effect
Target sequence (Q99816 whole entry, looked up): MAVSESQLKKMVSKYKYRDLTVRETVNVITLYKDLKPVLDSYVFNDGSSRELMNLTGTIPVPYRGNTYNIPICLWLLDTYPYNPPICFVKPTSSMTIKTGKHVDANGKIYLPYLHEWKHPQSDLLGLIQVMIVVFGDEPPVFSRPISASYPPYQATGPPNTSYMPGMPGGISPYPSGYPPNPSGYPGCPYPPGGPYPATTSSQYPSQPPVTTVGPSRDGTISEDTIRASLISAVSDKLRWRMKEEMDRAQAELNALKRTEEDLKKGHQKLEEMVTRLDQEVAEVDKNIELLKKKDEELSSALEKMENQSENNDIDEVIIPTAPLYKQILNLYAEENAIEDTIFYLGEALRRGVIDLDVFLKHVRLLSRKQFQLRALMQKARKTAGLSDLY
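Compounds were pin-transferred onto Tsg101 binding domain (10 uM final) in HEPES pH 7.5 buffer, then FITC-PTAP peptide was added at 50 nM final. After 20 min at RT, polarization reported peptide displacement across a qHTS concentration series.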
FBPA coupling cs: qHTS Assay for Inhibitors of Fructose-1,6-bisphosphate Aldolase from Giardia Lamblia: Coupling assay counterscreen. 290,000 compounds, 0.67% hits. coupling enzyme system counterscreen, AmpLite Red fluorescence. activity change, negative = inhibition, % at 58.2 µM, hits read low; in the data active = activity change below about -30%; also: % is scaled to controls: 0 for no effect and ±100 for the full control effect
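First, compound is pin-transferred into glyceraldehyde-3-phosphate coupling-enzyme reagent at 57.5 uM final and held 10 min at RT. Next, substrate, coupling system and AmpLite Red are added. After 20 min RT, fluorescence (525/598 nm) is read.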
Menin MLL FP TR: qHTS Assay for Inhibitors Targeting the Menin-MLL Interaction in MLL Related Leukemias: Competition With Texas Red Labeled MLL-derived Mutant Peptide. O00255. AID 1768, 2009. Potency, µM (doses to about 61.6 µM), without a hit: at the top dose FP activity change, negative = inhibition, hits mostly inhibitors. 270,000 compounds, 0.23% hits. Menin + Texas Red MLL mutant peptide, fluorescence polarization; active = well fitted inhibition curve with a large enough effect in the polarisation, with a control signal flat, not every such curve was filed as active; inconclusive = small, poorly fitted or top-dose-only effect, or effect the other way, or a change in a side signal; inactive = no such curve, though single readings can be large or run the other way; the % refers to the polarisation; also: potency is read from the fitted curve at half-maximal effect; % of control where 0% means no effect; many of its hits are not listed in these tables
a7 integrin act: qHTS for Activators of Integrin-Mediated Alleviation for Muscular Dystrophy; alpha7betagal myoblasts, beta-gal FDG fluorescence, 48 h; Potency, µM (highest dose often 38.3 µM), for inactives: at the highest dose activation, actives largely listed as activators; 350,000 compounds, 0.064% hits; AID 624291, 2012;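 also: potency is read from the fitted curve at half-maximal effect; 100% = response of the positive control SU9516; nearly all actives have a fitted effect of over 60% in size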
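alpha7betagal+/- myoblasts (passage 13, 250/well) treated 48 h at 37C with compounds at 1:260 dilution of DMSO stock. Lysed, then beta-galactosidase activity read as FDG fluorescence (ex 480/em 540) after 30 min, with pre-read for autofluorescence.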
Tb PFK inh: qHTS Assay to Find Inhibitors of T. brucei phosphofructokinase | ATP-dependent 6-phosphofructokinase (Trypanosoma brucei brucei), O15648 | T. brucei PFK, ADP-Glo luminescence | Potency, µM (series often up to 57.5 µM), inactives show top-dose activity, negative = inhibition, hits mostly inhibitors | 330,000 compounds, 0.17% hits;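 also: potency is read from the fitted curve at half-maximal effect; 0% = uninhibited 1x PFK enzyme wells and -100% = no-enzyme wells; nearly all actives have a fitted effect of over 60% in size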
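PFK 1.25 nM, F6P 0.5 mM, ATP 0.1 mM, 0.1 M TEA pH 8.0, 5 mM MgCl2, 0.01% Tween20, 0.1% BSA; 45 min RT. ADP-Glo readout. qHTS titration up to 57 uM; curves fitted, compounds curve-classed.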
Chronic BCR inh: qHTS Assay to Find Inhibitors of Chronic Active B-Cell Receptor Signaling; Potency, µM (doses to about 46.1 µM), for inactives: at the highest dose ratio change, negative = lower green/red ratio, most hits filed as inhibitors; AID 493014, 2011; 340,000 compounds, 0.05% hits; ABC-DLBCL IkBa-CBG/CBR reporter, luminescence ratio, 4 h; active = well fitted inhibition curve with a large enough effect in the signal ratio, with a control signal flat, not every such curve was filed as active; inconclusive = small, poorly fitted or top-dose-only effect, or effect the other way, or a change in a side signal; the % refers to the signal ratio;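 also: potency is read from the fitted curve at half-maximal effect; plate controls were basal doxycycline-induced cells for no effect and cells given 10 µM MG132 for full effect; MG132 reads +100%, hits lower the ratio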
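Cell line TMD8 (human ABC DLBCL), stably expressing tet-inducible CBG68-IkBa fusion and CBR; IMDM/0.5% FBS; cpd up to 46 uM; dox induction, 4 h, 37C/5% CO2; dual luminescence; green/red ratio; MG132 control.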
An asterisk follows results filed as active; ? = inconclusive; . = not tested or not shown; [ ] = remark or other dose. Unless noted, calls follow the shape of the dose curve; as a rule, active = well fitted curve in the direction sought with a large enough effect; inconclusive = small, poorly fitted or top-dose-only effect, or another doubt; inactive = no such curve, though single readings can be large; an effect the other way counts as inactive or inconclusive. These rows are one share of the data. The share of hits here may be higher or lower than overall.

Order of results: Giardia kill	ASM inhibitor	GALK inh	PKM2 activator	B2AR arrestin	PTAP TSG101 blk	FBPA coupling cs	Menin MLL FP TR	a7 integrin act	Tb PFK inh	Chronic BCR inh
Cc1ccc(C(=O)NC2CCN(CC(=O)Nc3c(C)cc(C)cc3C)CC2)cc1
 : 2	-1%	-6%	-5%	0.2%	-1%	2	1%	-14%	1%	1%
O=C(CN1CCN(S(=O)(=O)c2ccc(Cl)cc2)CC1)NC(=O)NC1CCCCC1
 : -5	1%	1%	0%	0.0%	-3%	-2	-1%	-5%	8%	15%
O=C(O)c1cc2ncc(CCO)cn2n1
 : 4	7%	7%	-4%	2.6%	-4%	3	1%	33%	-16%	0%
Cc1cc(=O)oc2c(C)c(OCC(=O)NC3CCN(Cc4ccccc4)CC3)ccc12
 : -6	5%	-3%	.	-0.1%	-4%	1	-19%	-47%[inhibitor]	1%	0%
O=C1CC(c2ccccc2)CC(O)=C1C=NCC1CCCO1 (stereo unspecified)
 : 26	1%	2%	-5%	-0.7%	-1%	1	-4%	14%	-5%	-3%
COc1ccc(CCN2CC(C(=O)NCc3nc4ccccc4n3C)CCC2=O)cc1 (stereo unspecified)
 : -4	5%	4%	-5%	0.1%	-4%	.	.	-14%	-10%	?
O=C(CNC(=O)c1ccccc1)OCc1nnc(-c2ccc(Cl)cc2)o1
 : 10	8%	2%	-2%	0.1%	0%	-1	-5%	-3%	-4%	7%
Cc1ccc(C(=O)NC(C)c2ccncc2)o1 (stereo unspecified)
 : -5	7%	-2%	-1%	0.0%	-2%	.	.	-26%	-15%	?
CCOC(=O)[C@H]1[C@H]2COc3ccc(C)cc3[C@@H]2N2C(=O)c3ccccc3NC(=O)[C@@]12C
 : 7	4%	.	.	7.4%	0%	.	.	-3%	-14%	?
COc1ccc(C(=O)COC(=O)c2c(C)noc2C)cc1Cl
 : 7	-4%	.	.	0.1%	-1%	.	.	-17%	0%	-4%
O=C(O)c1cccc(S(=O)(=O)NCC2CCCO2)c1 (stereo unspecified)
 : 44[activator]	3%	-5%	-3%	0.3%	-2%	-1	-3%	16%	0%	2%
CSc1ccc(CNCc2ccco2)cc1
 : 0	2%	0%	-1%	0.2%	-4%	-1	-4%	6%	-2%	-1%
C/C(=N/NC(=O)c1ccc(C)nc1)c1ccc2c(c1)CCCC2
 : -10	-1%	0%	-2%	0.0%	-3%	0	-15%	0%	0%	?
CCCn1c(NCc2c[nH]c3ccccc23)nc2ccccc21
 : 11	-2%	3%	30%	0.5%	-4%	5	2%	2%	7%	?
Cc1ccc(C2=CSC3=NCCN23)c(C)c1
 : 8	3%	2%	4%	-0.4%	-8%	0	-1%	9%	0%	3%
CCC(=O)NC(O)C(=O)c1ccc(C)cc1 (stereo unspecified)
 : -9	2%	1%	3%	-0.2%	-2%	3	1%	7%	-4%	-26%
CCC(OC(=O)c1nsc(Cl)c1Cl)C(=O)NCc1ccco1 (stereo unspecified)
 : 19	-2%	-4%	-5%	0.0%	-4%	2	-27%	16%	-9%	2%
Cc1nonc1OCCNCCNc1ccccc1[N+](=O)[O-]
 : 4	-7%	-2%	2%	-0.1%	0%	0	-1%	-22%	0%	0%
CC(C)NC(=O)NC(=O)COC(=O)CCOc1ccccc1
 : -3	2%	0%	-4%	-0.1%	-3%	1	1%	18%	3%	-24%
CCCCN(C(=O)CCC(=O)Nc1cc(C)on1)C(C(=O)NC1CCCC1)c1ccc(OCC)cc1 (stereo unspecified)
 : 20	-7%	4%	.	-0.1%	0%	0	-28%	10%	0%	-3%
O=C(CSc1nnnn1-c1ccc(O)cc1)c1cc2ccccc2o1
 : -2	-6%	.	1%	-0.4%	2%	8	.	3%	1%	-1%
CC(C)CC1CCCCC1OC(=O)C[N+]1(C)CCCCC1 (stereo unspecified)
 : 9	6%	0%	4%	-0.3%	0%	5	15%	-30%	-1%	?
O=P(Cc1cc(Br)cc(Br)c1OCCO)(c1ccccc1)c1ccccc1
 : 14	0%	-5%	-6%	-0.3%	-3%	1	.	10%	0%	-6%
Cc1nc2cc(-c3ccccc3)nn2c(C)c1CCC(=O)N1CCN(c2ccccn2)CC1
 : .	.	2%	-2%	-0.1%	.	7	3%	.	-3%	?
Cc1nnsc1C(=O)Nc1ccc(Cl)cc1Cl
 : 2	2%	-3%	0%	-0.8%	1%	2	-4%	45%	0%	?
O=[N+]([O-])c1cccnc1Sc1ccc(Cl)cc1
 : -7	3%	-2%	.	0.5%	-3%	14	32%[activator]	-13%	-2%	-1%
Fc1ccccc1NC(=S)NC1CCCC1
 : -8	2%	0%	-1%	0.3%	0%	3	0%	-5%	-2%	2%
CCCC(c1nnnn1C(C)(C)C)N1CCN(Cc2ccccc2)CC1 (stereo unspecified)
 : 1	1%	-1%	0%	0.1%	-5%	0	-15%	27%	0%	3%
COc1cc(NC(=O)Cn2c(=O)n(-c3cccc(C)c3)c(=O)c3c(C)c(C)sc32)cc(OC)c1
 : 34[activator]	4%	1%	3%	0.6%	-5%	1	?	1%	0%	4%
O=C(O)COc1ccccc1/C=C1\SC(=S)N(/N=C/c2ccccc2O)C1=O
 : 18	?	-6%	-4%	-0.3%	-2%	6	11%	4%	25%	-1%

Complete entries as entered above. Order of values: Giardia kill | ASM inhibitor | GALK inh | PKM2 activator | B2AR arrestin | PTAP TSG101 blk | FBPA coupling cs | Menin MLL FP TR | a7 integrin act | Tb PFK inh | Chronic BCR inh
CCC(OC(=O)c1nsc(Cl)c1Cl)C(=O)NCc1ccco1 (stereo unspecified) across the screens: 19 | -2% | -4% | -5% | 0.0% | -4% | 2 | -27% | 16% | -9% | 2%
COc1cc(NC(=O)Cn2c(=O)n(-c3cccc(C)c3)c(=O)c3c(C)c(C)sc32)cc(OC)c1 across the screens: 34[activator] | 4% | 1% | 3% | 0.6% | -5% | 1 | ? | 1% | 0% | 4%

(cont.)
Order of results: Giardia kill	ASM inhibitor	GALK inh	PKM2 activator	B2AR arrestin	PTAP TSG101 blk	FBPA coupling cs	Menin MLL FP TR	a7 integrin act	Tb PFK inh	Chronic BCR inh
Cn1c(CNC(=O)c2ccccc2F)nnc1SCC(=O)NCc1ccccc1
 : -7	5%	2%	?	-0.3%	-7%	2	10%	?	-6%	?
c1ccc(-c2nnc(CSc3nnc(-c4ccncc4)n3Cc3ccco3)o2)cc1
 : 3	0%	0%	5%	-0.3%	4%	-1	-5%	-4%	0%	-2%
COc1ccc2cc(CCNC(=O)c3ccc(S(=O)(=O)N4CCOCC4)cc3)c(=O)[nH]c2c1
 : 9	-5%	0%	-1%	0.5%	-4%	-4	-3%	15%	-20%	-1%
O=C(Cn1ncc2c3ccccc3n(Cc3cccc(Cl)c3)c2c1=O)NCc1ccccn1
 : 9	3%	-5%	.	0.1%	-2%	.	.	14%	3%	-6%
COc1cccc(CN(C)C(c2ccccc2)c2ccccc2)c1OC
 : -20	-2%	14%	-1%	-0.4%	0%	5	-1%	-5%	-7%	?

Assay outcomes: PubChem BioAssay, National Center for Advancing Translational Sciences (NCATS)
